GPR151 activ: activates the human receptor GPR151. PathHunter beta-arrestin GPR151 cells, luminescence. activation, % at 11.2 µM. 650,000 tested, 1% active. AID 1508602; in the data active = activation above about 4.9%;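 note: 0% = median of compound wells and 100% = cells with positive control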
Target sequence (Q8TDV0 whole entry, looked up): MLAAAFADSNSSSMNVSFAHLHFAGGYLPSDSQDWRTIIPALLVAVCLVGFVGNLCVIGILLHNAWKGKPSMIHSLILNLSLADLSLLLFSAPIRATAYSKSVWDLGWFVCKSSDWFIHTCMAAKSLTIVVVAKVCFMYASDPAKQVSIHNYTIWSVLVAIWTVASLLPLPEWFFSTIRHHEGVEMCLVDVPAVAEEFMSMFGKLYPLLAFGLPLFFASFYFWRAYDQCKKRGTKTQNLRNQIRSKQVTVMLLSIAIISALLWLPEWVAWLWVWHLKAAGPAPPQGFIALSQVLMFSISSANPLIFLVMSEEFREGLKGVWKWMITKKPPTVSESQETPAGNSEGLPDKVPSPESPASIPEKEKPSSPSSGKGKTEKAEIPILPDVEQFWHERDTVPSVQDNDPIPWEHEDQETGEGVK
FBW7 act: activators of human E3 ligase FBW7; Q969H0; AlphaScreen FBW7–phospho-cyclin E peptide binding, activator screen; normalized activity (activation), % at 26.1 µM; 650,000 tested, 0.13% active; in the data active = normalized activity above about 1.9%;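 note: purified mutant Fbw7 with reduced substrate affinity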
MITF primary: human MITF inhibition, primary screen. AlphaScreen MITF homodimerization, bead proximity signal. inhibition, % at 2.6 µM. 650,000 tested, 0.91% active. AID 1259374; in the data active = inhibition above about 50%;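 note: 0% = vehicle wells with protein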
Target sequence (O75030 whole entry, looked up): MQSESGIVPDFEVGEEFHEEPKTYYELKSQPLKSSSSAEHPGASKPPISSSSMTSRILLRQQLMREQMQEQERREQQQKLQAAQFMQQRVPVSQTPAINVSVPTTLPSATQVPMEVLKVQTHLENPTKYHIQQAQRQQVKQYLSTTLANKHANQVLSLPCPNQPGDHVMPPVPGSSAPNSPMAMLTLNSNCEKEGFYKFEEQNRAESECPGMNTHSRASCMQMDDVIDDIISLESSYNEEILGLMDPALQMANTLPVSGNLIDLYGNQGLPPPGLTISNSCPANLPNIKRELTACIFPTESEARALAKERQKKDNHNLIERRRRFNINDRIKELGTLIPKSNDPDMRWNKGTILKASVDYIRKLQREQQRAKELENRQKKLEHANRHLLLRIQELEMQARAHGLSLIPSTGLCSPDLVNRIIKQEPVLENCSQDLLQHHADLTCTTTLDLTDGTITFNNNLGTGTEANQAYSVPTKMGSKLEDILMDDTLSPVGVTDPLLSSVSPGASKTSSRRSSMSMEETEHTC
TEAD-YAP block: TEAD-YAP interaction inhibition; HEK-TIYL cells, TEAD-Gal4/YAP UAS-luciferase luminescence; inhibition, % at 9.12 µM; 640,000 tested, 1.4% active; in the data active = inhibition above about 32%;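 note: 0% = median of test compound wells and 100% = reference inhibitor wells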
Starred values were filed as active, the others as inactive; x = no result given.

Structure	GPR151 activ	FBW7 act	MITF primary	TEAD-YAP block
CCOc1cc(-c2cc(N)n[nH]2)cc(OCC)c1OCC	1.0	1.1	8	-9
Cc1nc(CCNC(=O)CC2C(=O)NCCN2CC(c2ccccc2)c2ccccc2)n[nH]1 (stereo not given)	-0.5	0.0	-2	-5
O=C(N/N=C/c1ccccc1Cl)c1ccc(=O)[nH]n1	-1.8	0.1	13	-2
COc1cc(/C=N/N=C2/SC(CC(=O)O)C(=O)N2c2ccc(O)cc2)ccc1O (stereo not given)	0.6	0.0	-4	7
O=C(Nc1ccccn1)C1CC1(c1ccccc1)c1ccccc1 (stereo not given)	0.1	0.1	-8	-3
COC(=O)c1ccc(-c2nc3cc(Cl)c([N+](=O)[O-])cc3s2)cc1	1.5	-0.3	-1	-4
N#Cc1cccc(NC(=O)N2CCc3nc(-c4ccncc4)nc(N4CCCCC4)c3C2)c1	0.2	0.0	-3	-3
Cc1ccc(Cc2cnc(CN(C)C)c(O)c2)cc1	1.6	0.1	0	4
O=c1[nH]c(=O)c2sc3nc(C4CC4)cc(C(F)(F)F)c3c2[nH]1	0.1	-0.2	1	9
COc1ccc(CC(=O)Nc2ccc(C)c(C)c2)cc1	-1.1	0.1	9	-5
Cc1noc(NS(=O)(=O)c2ccc(NC(=O)c3cccnc3Cl)cc2)c1C	-0.1	0.3	10	-4
COc1ccc(N(C(C)=O)C2C=CS(=O)(=O)C2)cc1 (stereo not given)	3.1	-0.1	-3	7
CN(CC1Cc2ccccc2O1)C(=O)CCc1nnc(Cc2c[nH]c3ccccc23)o1 (stereo not given)	1.6	-0.1	-10	0
Cc1ccc(CNC(=O)CN2CCN(Cc3ccccc3C)C2=O)cc1	-0.8	0.1	2	2
CCCN(CCC)CC(O)CN(c1ccccc1)S(=O)(=O)c1ccc([N+](=O)[O-])cc1 (stereo not given)	0.7	-0.2	4	7
C=CCOc1ccc(/C(O)=C2/C(=O)C(=O)N(CCCn3ccnc3)C2c2ccco2)cc1 (stereo not given)	-2.0	-0.6	26	-29
Cc1ccc(-n2nc3c(c2NC(=O)C2CC2)CS(=O)C3)c(C)c1 (stereo not given)	0.6	0.0	-23	4
CSC1=N/C(=C/c2ccsc2)C(=O)N1c1ccccc1	0.6	0.1	9	-88
COc1cc(Nc2cc(-c3c(C)noc3C)nc(N)n2)cc(OC)c1OC	-1.3	0.1	2	-14
CSCCCNC(=O)c1ccc(OC2CCN(C(=O)C3CC3)CC2)cc1	4.8	0.1	4	9
CN1CCN(C(=O)C2CCN(S(=O)(=O)N3CCOCC3)CC2)CC1	-1.3	0.8	6	8
Cc1ccc(NC(=O)/C(=C\c2ccc(N(C)C)cc2)NC(=O)c2ccccc2Br)c(C)c1	1.2	-0.2	5	7
CNC(=O)c1c(NC(=O)C(C)(C)C)sc2c1CCN(C(=O)OC)C2	-0.1	-0.1	-4	1
O=C(c1ccccc1)N1CCN(C(=O)c2cc(Br)cc(Br)c2)CC1	-0.2	0.1	13	7
Cc1cc(C)n2nc(C(=O)OCC(=O)Nc3ccc(C)c(F)c3)nc2n1	0.7	0.0	-3	6
CC(CC(=O)Nc1ccccc1F)S(=O)(=O)c1ccc2c(c1)SCC(=O)N2 (stereo not given)	0.1	-0.1	1	-3
CCOc1ccc(NC(=O)C2(S(=O)(=O)c3ccc(Cl)cc3)CC2)cc1	1.4	-0.1	-2	-11
O=C(c1cc(S(=O)(=O)N2CCCC2)c[nH]1)N1CCc2ccccc21	-2.1	-0.1	-14	-5
COc1ccccc1CN1CCC2(CC1)CC2C(=O)NCc1cccs1 (stereo not given)	0.6	0.0	-9	-1
O=c1[nH]c(C(F)(F)F)nc2c1nnn2Cc1ccccc1F	-0.3	0.0	2	5
CCNC(=S)N1CCN(CC(=O)Nc2cc(Cl)cc(Cl)c2)CC1	4.2	0.3	7	0
CC(=O)Nc1ccc(S(=O)(=O)Nc2cc(C)ccn2)cc1	-1.1	-0.1	-1	-3
COC(=O)c1sc(NC(=O)c2c(C)noc2C)nc1C	-6.2	-0.1	-16	-1
CCOC(=O)c1sc2nc(SCc3csc4ccc(Cl)cc34)n(CC3CCCO3)c(=O)c2c1C (stereo not given)	0.3	-0.1	4	5
C=C(C)CNC(=S)N/N=C/c1ccc(OCCC)cc1O	0.0	-0.7	9	4
COc1ccccc1C(=O)Nc1nc2c(s1)C(=O)CC(C)(C)C2	-0.3	-0.1	-5	-3
COc1ccc(CCNC(=O)c2ccncc2)cc1	0.7	0.0	0	13
Cc1ccc(C)c(-c2nc3cc(N)ccc3o2)c1	-0.2	0.3	6	37*
Cc1cc(C(=O)N2CCC(=O)N(CC(C)C)CC2)n(C)n1	1.5	0.2	19	-7
COC(=O)C1=C(C)NC(=O)NC1c1ccccc1F (stereo not given)	0.3	-0.1	-5	-5
CC(C)c1ccc(NC(=O)CCN2C(=O)c3cccc([N+](=O)[O-])c3C2=O)cc1	-0.4	-0.3	-2	-4
COc1ccc(CCNC(=O)C2(c3cccs3)CCOCC2)cc1OC	-1.0	0.0	10	8
N#Cc1cnn2c1nc(N1CCCCC1)c1ccccc12	0.8	-0.2	-8	0
COc1ccc(-n2nc(C(=O)NCC(=O)NCCCN3CCN(c4cccc(Cl)c4)CC3)c3ccccc3c2=O)cc1OC	4.9*	0.1	20	17
CCOc1cc(NC(=O)C(Cl)Cl)c(OCC)cc1NC(=O)c1ccccc1	-0.9	0.1	0	11
O=[N+]([O-])c1ccc(CN2CCSCC2)cc1	0.7	-0.3	48	5
Cn1nc(C(=O)OCC(=O)Nc2ccc(C#N)cc2)c2ccccc2c1=O	0.2	-0.1	1	2
O=C(Nc1ccc(Cl)c(Cl)c1)N(Cc1nnc2n1CCCCC2)c1ccc(Cl)cc1	0.6	0.0	-2	-8
COC(=O)c1cc(NC(=O)/C=C/c2ccc(OC)cc2)cc(C(=O)OC)c1	-1.4	0.1	6	3
COc1ccc(N=c2ccccn2C)cc1S(=O)(=O)N1CCOCC1	-0.2	0.1	7	0
COc1ccc(C(=O)N2CCN3C(=O)[C@H]([C@@H](C)OCc4ccccc4)NC(=O)[C@H]3C2)cc1	-0.5	0.2	19	9
Cc1sc(C(=O)Nc2cc3ccccc3o2)c(C#N)c1C	-0.6	-0.1	-6	-62
Cc1c(-n2c(-c3ccc(Cl)cc3Cl)csc2=S)c(=O)n(-c2ccccc2)n1C	0.5	-0.1	5	20
O=C(CSc1nnc(-c2ccccc2)c(-c2ccccc2)n1)Nc1cccc(Cl)c1	1.2	-0.1	5	-2
COc1ccccc1-n1c(CNC(=O)c2ccc(Cl)cc2Cl)n[nH]c1=S	1.5	0.2	6	1
CCOC(=O)C1CCCN(S(=O)(=O)c2ccc3c(c2)c(=O)n(C)c(=O)n3C)C1 (stereo not given)	-0.8	0.1	18	8
Clc1ccccc1-n1ncnc1-c1cccc(Br)c1	-0.8	0.1	9	6
O=C(CCn1c(SCC(=O)OCc2ccccc2)nc2ccccc2c1=O)NC1CCCCC1	3.3	0.1	7	2
Nc1nnnn1CC(=O)N/N=C/c1cccc(F)c1F	1.0	0.0	6	8
O=C(Cc1ccccc1)N1CCN=C1SCc1ccccc1	-0.4	0.0	-2	-4

Other records.
Structure	GPR151 activ	FBW7 act	MITF primary	TEAD-YAP block
COC(=O)C1=C(C)NC(=O)/C1=C\c1ccc(O)c(OC)c1	2.0	0.0	6	5
CC(C)C(=O)NNc1nc2ccccc2s1	-2.2	-0.1	-9	-37
CC(C)(CC(=O)NC1CCCCCCC1)CC1=NS(=O)(=O)c2ccccc2N1	-0.1	-0.1	-11	-5
N#CCCN(Cc1ccccc1)Cc1oc(CO)cc(=O)c1O	0.8	-0.1	-11	13
COC(=O)[C@H](Cc1ccccc1)NC(=O)OC1C(=O)c2cc(OC)ccc2O[C@H]1c1cccc(OC)c1 (stereo not given in full)	1.1	-0.1	3	x
Cc1cc(C(=O)OCc2ccccc2F)ccc1[N+](=O)[O-]	-0.6	0.6	22	10
O=C1N[C@@H](COCc2ccccc2)C(=O)N2CCN(Cc3cnn(-c4ccccc4F)c3)C[C@H]12	-0.8	-0.2	2	0
Cc1ccc(O)c(/C=N/NC(=O)c2cccc(Br)c2)c1	-1.2	-1.7	5	17
CN1CCC(O)(c2ccc3c(c2)CN(C/C=C/c2ccco2)CCO3)CC1	-1.0	0.0	-7	0
CC(Nc1nc(Nc2ccc(F)cc2)nc(SCC(N)=O)n1)c1ccccc1 (stereo not given)	0.1	0.6	0	-2
CC(=O)Nc1nc2ccc(Br)cc2s1	0.7	-0.1	3	-13
COc1ccc(/C=C/C(=O)c2ccc(C)o2)cc1	0.2	-0.1	12	1
O=C(O)c1cc(NC(=O)c2cccc(Oc3ccc([N+](=O)[O-])cc3)c2)cc(C(=O)O)c1	-0.8	-0.2	11	1
O=C(c1cc(C2CC2)[nH]n1)N1CCn2c(CO)nnc2C1	1.5	0.2	-7	18
O=C(NCCc1ccccc1)c1cc(-c2ccco2)on1	-1.0	0.1	14	-96
COc1nccnc1NS(=O)(=O)c1ccc(NC(=S)NC(=O)c2ccnn2C)cc1	-0.5	-0.1	7	7
COc1cccc(-n2c(SCC(=O)Nc3ccccc3Cl)nc3n[nH]c(C)c3c2=N)c1	-1.1	-0.3	18	10
COc1ccccc1/C=N/Nc1ncc(C(F)(F)F)cc1Cl	2.6	-0.1	0	-7
Cc1cc2nn(-c3ccccc3)nc2cc1NC(=O)c1ccc([N+](=O)[O-])cc1	0.4	0.1	16	-4
O=C1NC(=S)NC(=O)C1C(c1cccc([N+](=O)[O-])c1)C1C(=O)NC(=S)NC1=O	0.3	-0.2	-2	-4
Cc1ccc(-n2nc3cc(C)c(NC(=O)COc4ccc(Br)cc4)cc3n2)cc1	0.3	0.0	3	-18
CCOc1ccc2nc(NC(=O)CN3C(=O)c4ccccc4C3=O)sc2c1	1.6	0.1	9	-3
COc1ccc(-c2nnc(SCc3ccc(OC)c([N+](=O)[O-])c3)n2-c2ccccc2)cc1OC	0.9	-0.1	10	-8
O=C(Cn1cnc2ccccc2c1=O)Nc1ccc(Br)cc1	0.0	0.0	0	10
Cn1c(=O)c(C(=O)CN2CC(=O)Nc3ccccc32)c(N)n(Cc2ccccc2)c1=O	-1.5	0.5	-11	-2
Nn1c(SCC(=O)N2CCCC2)nnc1-c1ccc(Cl)cc1Cl	-0.7	0.1	-9	-4
COCCn1nnnc1C(c1ccc(C)cc1)N1CCN(C2CCCCC2)CC1 (stereo not given)	1.8	-0.1	-8	-5
Cc1ccccc1CSc1n[nH]c(NC(=O)c2ccc(Cl)nc2)n1	1.1	0.9	6	-3
Cc1c(C#N)c([N+](=O)[O-])nn1CC(=O)OCc1ccccc1	1.2	0.1	-2	3
CCOC(=O)N1CCc2c(sc(NC(=O)c3ccccc3)c2C(=O)OC)C1	-1.2	0.1	-3	-9
O=C(NNS(=O)(=O)c1ccc([N+](=O)[O-])cc1)c1cccc(Br)c1	0.4	-0.1	-7	6
O=C(Nc1cc(C(F)(F)F)ccc1-n1ccnc1)C(F)(F)F	0.0	-0.1	1	5
CCN(CC(=O)Nc1ccc(OC)cc1[N+](=O)[O-])c1ccccc1	3.2	-0.1	-11	4
O=C(CSc1nnc(COc2ccccc2)n1-c1ccccc1)c1ccc2c(c1)Cc1ccccc1-2	0.5	-0.2	5	8
COC(=O)CC1C(=O)NCCN1C(=O)CSc1nnc(Nc2ccc(C)cc2)s1 (stereo not given)	0.7	0.3	16	-3
COCCn1c(C)cc(C(=O)COC(=O)c2cc[n+]([O-])cc2)c1C	0.1	-0.1	-12	-19
NC(=O)c1cc(NC(=O)c2ccccc2)ccc1N1CCOCC1	0.9	1.1	16	-46
CCOc1cc(/C=N/NC(N)=O)cc(Br)c1OCc1ccccc1F	-0.3	0.1	-38	-2
CCOC(=O)CN1C(=O)C(O)(CC(=O)c2ccc(F)cc2)c2ccccc21 (stereo not given)	-0.5	0.3	9	13
COC(=O)C1=C(C)NC2=C(C(=O)c3ccccc32)C1c1ccc(O)c(OC)c1 (stereo not given)	-1.2	-0.6	20	-10
CCN(CC)C(=O)Oc1ccc2c(C)c(-c3ccc(OC)cc3)c(=O)oc2c1	-0.5	0.0	-10	3
CCN1C(=O)c2cccc3c(S(=O)(=O)N4CCc5ccccc54)ccc1c23	0.0	-0.1	-6	12
